Growth percent in the NCI-60 one-dose screen (48 h, 10 µM unless noted): 100 = growth as untreated, 0 = no growth, -100 = all killed.
HL-60(TB) – HL-60(TB) leukemia cells; 78,000 tested, 9% active; AID 1794776; active = growth percent below 10
* marks the source's active call; other numbers are inactive results; & = joins results of further samples; [ ] = remark or other dose. The list is partial (hit frequency here may not be typical).

SMILES | HL-60(TB)
CCOC(=O)C1=C(NCc2ccccc2)S(=O)c2cc(OC)ccc21 (stereo not drawn) | 97
CCOC(=O)C(NC=O)C(=O)OCC | 96
C=C=COc1cccc(/C(N)=N/C(N)=N/c2nc3ccccc3s2)c1 | 98
NS(=O)(=O)c1ccc(Cn2c(SCC(=O)Nc3ccccc3)nc3ccccc3c2=O)cc1 | 97
O=C(Cc1ccccc1Nc1c(Cl)cccc1Cl)NN1C(=O)/C(=C/c2ccc(Cl)cc2)SC1=S | 100
O=C(CCC(=O)c1ccccc1)O/N=C(\Cn1ccnc1)c1ccc(Cl)cc1 | 92
CCOC(C(=O)O)(c1ccccc1)c1ccccc1 | 119
CCS/C(Nc1ccccc1)=C(\C#N)C(=O)N/N=C/c1ccc(Cl)cc1Cl | -31*
COc1ccc(-c2cn(Cc3cc4ccccc4s3)nn2)cc1O | 92
Cc1cccc(C)c1CCl | 96
C/C(=N\NC(=S)NC1CCCCC1)c1nc2ccc(Cl)cc2[nH]1 | 95
Cc1cc(CNc2nc3ccc(OC/C(=C\F)CN)cc3o2)cc(C)n1 | 104
NC(N)=Nc1ccc(Cc2ccc(N=C(N)N)cc2)cc1 | 107
CCOC(=O)C(=O)NCCc1ccc(OC)c(OC)c1 | 89
Fc1ccc(CCOc2cccc(CNCc3ccncc3)c2)cc1 | 86
CCC(C(=O)O)c1cccc2ccccc12 (stereo not drawn) | 98
O=C(Nc1ccc(N2CCNCC2)cc1)c1[nH]ncc1Nc1ncnc2sc3c(c12)CCC3 | -50*
COc1ccc(/C=C/C(=O)c2ccc(NC(=O)CSc3nnc(-c4cc(OC)c(OC)c(OC)c4)o3)cc2)cc1OC | 89
CN=C1CN(O)C(c2ccccc2)c2cc(Cl)ccc2N1 (stereo not drawn) | 87
NS(=O)(=O)c1ccc(NC2Nc3nc4ccccc4nc3S2)cc1 (stereo not drawn) | 103
CCC1CCCCN1C(=O)OC (stereo not drawn) | 107
Cc1ccc(Cc2cnc(NC(=O)C(=S)N3CCOCC3)s2)cc1 | 99
O=C(O)c1ccc(-n2cc(CNc3ccc(F)c(Cl)c3)c(-c3ccc(F)cc3)n2)cc1 | 111
COCCn1cc(-c2csc(-c3c[nH]c4ccccc34)n2)c2cccnc21 | 14

Seven consecutive compounds from above:
SMILES | HL-60(TB)
Fc1ccc(CCOc2cccc(CNCc3ccncc3)c2)cc1 | 86
CCC(C(=O)O)c1cccc2ccccc12 (stereo not drawn) | 98
O=C(Nc1ccc(N2CCNCC2)cc1)c1[nH]ncc1Nc1ncnc2sc3c(c12)CCC3 | -50*
COc1ccc(/C=C/C(=O)c2ccc(NC(=O)CSc3nnc(-c4cc(OC)c(OC)c(OC)c4)o3)cc2)cc1OC | 89
CN=C1CN(O)C(c2ccccc2)c2cc(Cl)ccc2N1 (stereo not drawn) | 87
NS(=O)(=O)c1ccc(NC2Nc3nc4ccccc4nc3S2)cc1 (stereo not drawn) | 103
CCC1CCCCN1C(=O)OC (stereo not drawn) | 107

The results go on:
SMILES | HL-60(TB)
CNc1ncnc2c1cnn2-c1ccc(Cl)cc1 | 93
CSC1C(C#N)C(N)=Nc2c(C#N)cnn21 (stereo not drawn) | 107
Cc1c(N)nc([C@H](CC(N)=O)NC[C@H](N)C(N)=O)nc1C(=O)N[C@H](C(=O)N[C@H](C)[C@@H](O)[C@H](C)C(=O)N[C@H](C(=O)NCCc1nc(-c2nc(C(=O)NCCC[S+](C)C)cs2)cs1)[C@@H](C)O)C(OC1OC(CO)C(O)C(O)C1OC1OC(CO)C(O)C(OC(N)=O)C1O)c1cnc[nH]1 (stereo partly drawn) | 82[2.5 µM]
COc1cc(-c2cncn2-c2ccc(-c3nc4ccc(F)cc4s3)cc2)cc(OC)c1OC | 88
Cc1cc(=O)c2c(ccc3c(=O)cc(C)[nH]c32)[nH]1 | 102[100 µM]
O=C1CC2CC1C(C(=O)O)C2C(=O)O (stereo not drawn) | 98
O=C1NCCc2c1[nH]c1ccccc21 | 88
O=C(O)c1ccc(=O)[nH]c1 | 102&109
CCN(CC)C(=O)C1=C(C)NC(=S)NC1c1ccc2c(c1)OCO2 (stereo not drawn) | 98
Nc1ccc(N)c2c(O)c3ccccc3c(O)c12 | 106
Nc1cc(Nc2ccc(Cl)c(Cl)c2)nc(=O)[nH]1 | 91
CC12CC[C@@H]3[C@]4(C)COC(c5cn[nH]c5-c5cccc(Cl)c5)O[C@@H]4CC[C@@]3(C)[C@@H]1CC(C1=CCOC1=O)O2 (stereo partly drawn) | 22

Rewritten field by field: three of the compounds above
canonical_smiles: Cc1ccc(Cc2cnc(NC(=O)C(=S)N3CCOCC3)s2)cc1
  HL-60(TB): 99
canonical_smiles: CN=C1CN(O)C(c2ccccc2)c2cc(Cl)ccc2N1 (stereo not drawn)
  HL-60(TB): 87
canonical_smiles: O=C(O)c1ccc(=O)[nH]c1
  HL-60(TB): 102&109

The results go on.
SMILES | HL-60(TB)
Oc1cccc(N2CC2)c1 | 73
O=C(NCc1ccccc1)c1ccc(Cl)cc1 | 81&94
CCSC[C@H]1C[C@](O)(c2cn(S(=O)(=O)c3ccc(C)cc3)c3ccccc23)C(=O)O1 | 99
Cc1ccc(-c2nc(-c3ccc(N=Cc4ccc(N(CCCl)CCCl)cc4C)cc3)cs2)cc1 | 44
C=C1[C@]2(C(=O)OC)C3OC3(C)C(O)[C@@]1(C)CC1[C@@]3(C)CC[C@H](O)C(C)(C)C3CC[C@]12C (stereo partly drawn) | 96
COc1ccc(C2CC(c3cccc(Nc4ccncc4)c3)=NN2C(C)=O)cc1 (stereo not drawn) | 91
O=C(Nc1ccc(OS(=O)(=O)c2ccc(C(F)(F)F)cc2)cc1)C1CCCC1 | 95
Cc1ccc(C2=CSC3=NC(=O)C(CCN4CCCC4)N23)cc1 (stereo not drawn) | 126
COc1ccc(Nc2ccnc(N)n2)cc1 | 108
COc1cc2oc(-c3ccc(NC(=O)c4ccccc4)cc3)cc(=O)c2c(OC)c1OC | 100
CCCC(C)(C#N)c1ccc(OC)cc1 (stereo not drawn) | 97
O=C1CC(c2ccccc2)=C(c2ccccc2)C1c1ccccc1 (stereo not drawn) | 92
COC(=O)[C@@H](C)C[C@H](Cc1ccccc1)NC(=O)c1nc([C@@H](C[C@H](C(C)C)N(C)C(=O)[C@@H](NC(=O)[C@H]2CCCCN2C)C(C)C)OC(C)=O)sc1C | -44*
Nc1ccnc(=O)[nH]1 | 88
Cc1ccc(/C=C/C(=O)c2ccc(NC(=O)CSc3nc4c([nH]3)c(=O)n(C)c(=O)n4C)cc2)cc1 | 100
Cc1cc(C)c(C)c(C)c1C | 100
N#Cc1c(-c2ccccc2)nc(N2CCN(c3ccc(Cl)cc3)CC2)[nH]c1=O | 99
CN1CCCc2cc(/C=C3\SC(=S)N(CC(=O)O)C3=O)ccc21 | 100
CCCCC(CC)COS(=O)(=O)O (stereo not drawn) | 111
COc1ccc(-c2nc3cc(C)ccc3n2CC(=O)N=Nc2c(O)[nH]c3ccccc23)cc1 | 8.1*
O=C(O)CNC(=O)CNC(=O)C(Br)Cc1ccccc1 (stereo not drawn) | 78
O=C(Cn1c[n+](CC(=O)c2ccc(F)cc2)c2ccccc21)Nc1cccc2cccnc12 | 82
c1csc(Cn2c(-c3cccs3)nc3ccccc32)c1 | 84
Cc1cc(CSC(=N)N)c(C)cc1CSC(=N)N | 99
CC(C)OCCCn1c(=N)c(S(=O)(=O)c2ccccc2)cc2c(=O)n3ccccc3nc21 | 105
C=CCC(CC=C)(CC=C)C(=O)CC | 106
COc1cc(C#N)cc2nc(-c3ccc4c(c3)OCO4)oc12 | 140
CN(C)Cc1cc(C(C)(C)C)ccc1O | 112
COc1ccc(/C=C/C(=O)Nc2cccc(C(F)(F)F)c2)cc1OC | 92
COc1ccc2cc(C(=O)/C=C/N3CCN(CCO)CC3)ccc2c1 | 86
CC(C)=CCc1c(O)c(C(=O)CC(C)C)c(O)c2c(-c3ccccc3)cc(=O)oc12 | 28
CC(c1cc(Cl)ccc1O)c1cc(Cl)ccc1O | 34
COc1cc(C(=O)C(C)[n+]2ccccc2)ccc1OC(C)=O (stereo not drawn) | 119
O=C(CCCCCCNC(=O)c1cc(=O)c(O)co1)Nc1ccccc1 | 98
O=C(NNCc1ccccc1)c1ccccc1 | 101
COc1ccc(C(=O)COc2ccc(NC(=O)Nc3ccc(Cl)c(C(F)(F)F)c3)cc2)cc1 | 19
COc1ccc(-c2nn(-c3ccccc3)cc2/C=C2/SC(=S)N(CC(=O)O)C2=O)cc1 | 97
COc1ccc(C(=S)N2CCN(c3ccccc3Cl)CC2)cc1OC | 118
O=[N+]([O-])c1cccc(/C=N\N=C\c2cccc([N+](=O)[O-])c2)c1 | 94
COc1ccccc1C(=O)Nc1c(C)cccc1Cl | 86
CCN1C(=O)/C(=C/C(=O)OC)S/C1=N\NC(=O)c1cc2ccc1/C=C\c1ccc(cc1)/C=C\2 | 88
CN(C)C(=S)Sc1nc2ccccc2s1 | 115
N=c1nc2c(c(N)n1-c1ccccc1)c(=S)n(-c1ccccc1)c(=S)n2-c1ccccc1 | 114
Fc1ccc(-c2nc(Nc3ccc(-c4nc5ccccc5[nH]4)cc3)nc(N3CCOCC3)n2)cc1 | -81*
C[C@@H]1C[C@@]2(C)[C@@H](CC[C@@H]3[C@@H]2CC[C@]2(C)C(=O)CC[C@@H]32)CC1=O | 75
ClC1C2CC(c3ccccc32)C1Cl (stereo not drawn) | 131
O=C(N/N=C/c1ccccc1)c1ccccc1 | 110
Nc1cc(SCc2ccccc2)nc(N)n1 | 100

Quoted at random: six records from the list
SMILES | HL-60(TB)
Nc1cc(SCc2ccccc2)nc(N)n1 | 100
COc1ccc(C(=S)N2CCN(c3ccccc3Cl)CC2)cc1OC | 118
N=c1nc2c(c(N)n1-c1ccccc1)c(=S)n(-c1ccccc1)c(=S)n2-c1ccccc1 | 114
C[C@@H]1C[C@@]2(C)[C@@H](CC[C@@H]3[C@@H]2CC[C@]2(C)C(=O)CC[C@@H]32)CC1=O | 75
CCN1C(=O)/C(=C/C(=O)OC)S/C1=N\NC(=O)c1cc2ccc1/C=C\c1ccc(cc1)/C=C\2 | 88
ClC1C2CC(c3ccccc32)C1Cl (stereo not drawn) | 131

The list goes on:
SMILES | HL-60(TB)
Nc1no[n+]([O-])c1-c1csc(-n2nc(-c3ccccc3)cc2-c2ccccc2)n1 | 100
CCCn1c(O)c(N=NC(=O)c2oc3ccccc3c2C)c2cc(Br)ccc21 | 102
Nc1nc(S)cc(=S)[nH]1 | 86
COc1ccc(/C=C(/C(=O)N2CCN(c3ccccc3)CC2)c2cc(OC)c(OC)c(OC)c2)cc1N | -38*
S=c1[nH]nc(NC2CCCCC2)s1 | 103&86
O=c1[nH]c2ccccc2n2cc3ncccc3c12 | 90
COc1ccc(CN(c2ccc(C)cc2)C2OC(=O)c3ccccc32)cc1 (stereo not drawn) | 94
CCOC(=O)C1=C(C)N=C2SC=C(c3ccccc3)N2[C@H]1c1cn(-c2ccccc2)nc1-c1ccc(F)cc1 | 106
N#CC1=C(SCC(=O)NC2CCCCC2)NC(=O)CC1c1ccccc1F (stereo not drawn) | 88
Cc1ccc2nc(Cl)c(/C=C3\SC(=Nc4ccc(S(N)(=O)=O)cc4)NC3=O)cc2c1 | 100
O=[N+]([O-])C1=C(c2ccccc2)SC=C(c2ccccc2)S1 | 71
Nc1nc(=S)cc(Nc2cccc(Cl)c2)[nH]1 | 94
Cc1ccc(NC(=O)c2ccccc2C)cc1 | 99
O=c1[nH]c2ccccc2c(=O)n1CCCN1CCN(c2cccc(Cl)c2)CC1 | 103
COc1ccccc1C(=O)Nc1ccc(-c2cc(=O)c3c(OC)c(OC)c(OC)cc3o2)cc1 | 97
CC(=O)O[C@H](C[C@H](C(C)C)N(C)C(=O)[C@@H](NC(=O)[C@H]1CCCCN1C)C(C)(C)C)c1nc(C(=O)N[C@@H](Cc2ccccc2)C[C@H](C)C(=O)O)cs1 | -26*
Cc1cc(NS(=O)(=O)c2ccc(N3C(=O)/C(=C/c4coc5ccccc5c4=O)N=C3c3ccc(Cl)cc3)cc2)no1 | 96
O=C1N(Cc2ccccc2)c2ccccc2C12Nc1ccccc1S2 (stereo not drawn) | 82
Nc1nc(SCc2ccccc2)c2[nH]cnc2n1 | 88
CCOC(=O)CC1CSC(c2ccc(Cl)cc2)=N1 (stereo not drawn) | 95
Nc1cc(Cl)ccc1Cl | 99
OC1(c2cccc3ccccc23)c2ccccc2-c2ccccc21 | 89
CCC(=O)O[C@H]1[C@H](O[C@@H]2[C@@H](C)[C@H](O[C@H]3C[C@@](C)(OC)[C@@H](O)[C@H](C)O3)[C@@H](C)C(=O)O[C@H](CC)[C@@](C)(O)[C@H](O)[C@@H](C)C(=O)[C@H](C)C[C@@]2(C)O)O[C@H](C)C[C@@H]1N(C)C | 101
ClC(Cl)(Cl)c1ccccc1 | 101
COc1ccccc1/C=C1\N=C(c2ccccc2)OC1=O | 105
O=C(Nc1ccc(NC(=O)c2cc(=O)[nH]c3ccccc23)cc1)Nc1cccc(Cl)c1 | 79
Nc1ccccc1-c1cc2c(c3c1[nH]c1ccccc13)CCCCCCCCCC2 | 89
CC(=O)C[n+]1ccc(C)cc1Sc1ccccc1C | 109
Cc1ccc(/C=C2\N=C(c3ccccc3)NNC2=O)cc1 | 106
CCN(CC)C(=O)C1(C)CCCC2(C)c3cc(OC(C)=O)ccc3CCC12 (stereo not drawn) | 71
Cc1cc2ccccc2c2cc3ccccc3cc12 | 49
CC12CC=CCC1CCC1C2CCC2(C)C(c3ccc(=O)oc3)CCC12O (stereo not drawn) | -14*
C/C(=N\NC(N)=S)c1ccc(Nc2nc(SCCC(C)C)nc(-c3ccc(F)cc3)c2C#N)cc1 | 101
CSc1nc(=S)cc(C)[nH]1 | 113

Screening results (PubChem)
